# Source: PubChem
# Mtb BioA inh: BioA (M. tuberculosis) enzyme inhibition; purified M. tuberculosis BioA enzyme, plate reader; inhibition, % at 9.99 µM; hit rate 0.096% among 360,000; in the data active = inhibition above about 40%
# * marks the source's active call; other numbers are inactive results. Not all compounds are listed; rates above refer to the full screens.
SMILES,Mtb BioA inh
C[C@H](CO)N1C[C@H](C)[C@@H](CN(C)S(C)(=O)=O)OCCCC[C@H](C)Oc2ccc(NC(=O)c3ccncc3)cc2C1=O,0.7
O=C(C[C@@H]1CC[C@H]2[C@@H](COC[C@@H](O)CN2Cc2ccc(F)cc2)O1)N1CCc2ccccc2C1,0.2
CCCN(C)C[C@H]1Oc2cc(-c3ccccc3)ccc2S(=O)(=O)N([C@@H](C)CO)C[C@H]1C,-1.3
CS(=O)(=O)N1[C@H](CO)[C@H](c2ccc(-c3ccccc3F)cc2)[C@@H]1C#N,1.1
CN1C(=O)c2cc(NC(=O)Cc3cccs3)ccc2OC[C@H]2O[C@H](CC(=O)NCC3CC3)CC[C@H]21,-0.8
O=C(C[C@H]1CC[C@@H]2[C@H](COC[C@@H](O)CN2Cc2cccc(C(F)(F)F)c2)O1)NCCc1ccccc1,-0.6
C[C@@H]1CN([C@H](C)CO)C(=O)c2cc(NS(C)(=O)=O)ccc2O[C@@H]1CN(C)Cc1ccc(C(=O)O)cc1,-1.1
O=C(C1CC1)N1CC[C@H]2[C@H](CO)Nc3ccc(-c4cccc(F)c4)cc3[C@H]21,24
COCC(=O)Nc1ccc2c(c1)[C@@H]1C[C@@H](CC(=O)N[C@H](C)c3ccccc3)O[C@H](CO)[C@@H]1O2,-0.9
O=C(C[C@H]1CC[C@H]2[C@@H](COC[C@H](O)CN2C(=O)Nc2ccc(Cl)c(Cl)c2)O1)NCc1ccncc1,-2.1
COc1ccc(NC(=O)N(C)C[C@H]2Oc3c(NC(=O)NC4CCCCC4)cccc3C(=O)N([C@@H](C)CO)C[C@H]2C)cc1,0.6
COCc1cn(CC[C@@H]2CC[C@H](NC(=O)Nc3ccc4c(c3)OCO4)[C@H](CO)O2)nn1,-0.9
CN(C)C(=O)C[C@@H]1CC[C@H]2[C@@H](COC[C@H](O)CN2C(=O)C2CCCC2)O1,1.9
C[C@@H]1CN([C@H](C)CO)C(=O)c2cccc(NC(=O)c3nc4ccccc4s3)c2O[C@@H]1CN(C)Cc1ccncc1,-2.4
CN1C(=O)c2cc(NC(=O)Cc3cccs3)ccc2OC[C@H]2O[C@@H](CC(=O)NCCCN3CCOCC3)CC[C@H]21,-1.3
CS(=O)(=O)N1C[C@@H](O)COC[C@H]2O[C@H](CC(=O)NCCc3ccncc3)CC[C@@H]21,-2.7
COc1cccc(S(=O)(=O)N2CCCCN3[C@H](CO)[C@H](c4ccc(C#CCC(C)C)cc4)[C@H]3C2)c1,-1.7
CCC(=O)N1C[C@@H](C)[C@@H](OC)CN(C)C(=O)c2ccc(NC(=O)NC(C)C)cc2OC[C@H]1C,-2.7
CC(C)C#Cc1ccc([C@H]2[C@@H](C#N)N(C(=O)C3CC3)[C@H]2CO)cc1,0.0
O=C(NC1CCC1)[C@@H]1[C@@H](CO)[C@@H]2Cn3c(ccc(C4=CCCC4)c3=O)[C@H]1N2C(=O)c1ccccc1,-2.1
C[C@@H]1CN([C@@H](C)CO)C(=O)c2cc(NC(=O)Nc3ccc(C(F)(F)F)cc3)ccc2O[C@@H](C)CCCCO[C@H]1CN(C)C(=O)c1ccccc1,-0.2
CN1c2ccc(Br)cc2[C@@H]2[C@@H](CCN2C(=O)Nc2ccc(F)cc2)[C@H]1CO,3.4
Cc1noc(C)c1S(=O)(=O)N(C)C[C@H]1Oc2ccc(NS(=O)(=O)c3ccccc3)cc2CC(=O)N([C@@H](C)CO)C[C@@H]1C,-1.6
CN1CCN(C(=O)C[C@@H]2CC[C@@H]3[C@H](COC[C@@H](O)CN3CC3CCOCC3)O2)CC1,-1.4
C[C@H]1CN([C@@H](C)CO)C(=O)c2cccc(NC(=O)C3CC3)c2O[C@@H]1CN(C)C(=O)Nc1ccc2c(c1)OCO2,-2.9

# A second format for part of the listing above.
SMILES	Mtb BioA inh
CCC(=O)N1C[C@@H](C)[C@@H](OC)CN(C)C(=O)c2ccc(NC(=O)NC(C)C)cc2OC[C@H]1C	-2.7
CC(C)C#Cc1ccc([C@H]2[C@@H](C#N)N(C(=O)C3CC3)[C@H]2CO)cc1	0.0

# Next part
SMILES,Mtb BioA inh
CN1C(=O)c2cc(NC(=O)c3ccc(F)cc3)ccc2OC[C@H]2O[C@H](CC(=O)O)CC[C@H]21,0.5
O=C(Nc1ccc(C(F)(F)F)cc1)Nc1ccc2c(c1)[C@H]1C[C@@H](CC(=O)N3CCc4ccccc4C3)O[C@H](CO)[C@H]1O2,-3.9
COc1ccc(S(=O)(=O)N2CC[C@@H]3[C@@H](CO)Nc4ccc(C#Cc5cccnc5)cc4[C@@H]32)cc1,1.3
C[C@H](CO)N1C[C@H](C)[C@@H](CN(C)Cc2ccc3c(c2)OCO3)Oc2ccc(NC(=O)Nc3ccc4c(c3)OCO4)cc2CC1=O,-2.6
CNC[C@@H]1Oc2ccc(NC(=O)Nc3ccccc3)cc2C(=O)N([C@H](C)CO)C[C@H]1C,0.9
CCS(=O)(=O)Nc1ccc2c(c1)C(=O)N(C)C[C@@H](OC)[C@@H](C)CN(CC1CCCCC1)[C@@H](C)CO2,1.4
O=C(O)C[C@H]1C[C@@H]2c3cc(NC(=O)Nc4ccc(F)cc4)ccc3O[C@@H]2[C@H](CO)O1,-4.5
C[C@H]1CN([C@@H](C)CO)C(=O)Cc2cc(NC(=O)Nc3cccc4ccccc34)ccc2O[C@@H]1CN(C)S(C)(=O)=O,0.6
C[C@@H]1CCCCO[C@@H](CN(C)C)[C@H](C)CN([C@H](C)CO)C(=O)c2cc(NC(=O)Nc3cccc4ccccc34)ccc2O1,-0.8
C[C@H]1CN([C@@H](C)CO)C(=O)c2cc(NC(=O)CCN3CCOCC3)ccc2O[C@H]1CN(C)S(=O)(=O)c1ccc(F)cc1,0.4
COc1ccc(NC(=O)N(C)C[C@@H]2Oc3c(NC(=O)NC(C)C)cccc3C(=O)N([C@H](C)CO)C[C@@H]2C)cc1,-3.6
C/C=C/c1ccc2c(c1)O[C@@H](CN(C)C(=O)NC1CCCC1)[C@@H](C)CN([C@H](C)CO)S2(=O)=O,0.8
COc1ccc(S(=O)(=O)N(C)C[C@H]2Oc3ccc(NC(=O)Nc4c(C)noc4C)cc3C(=O)N([C@@H](C)CO)C[C@H]2C)cc1,2.9
CCCNC(=O)C[C@H]1CC[C@@H]2[C@@H](COc3ccc(NC(=O)c4cccc(OC)c4)cc3C(=O)N2C)O1,-0.9
C[C@H]1CCCCO[C@H](CN(C)S(=O)(=O)c2ccc(Cl)cc2)[C@@H](C)CN([C@@H](C)CO)C(=O)c2cc(NC(=O)c3ccncc3)ccc2O1,1.5
CCCN(C)C[C@@H]1OCCCC[C@H](C)Oc2ccc(NC(=O)Nc3ccc(C(F)(F)F)cc3)cc2C(=O)N([C@@H](C)CO)C[C@@H]1C,2.6
CN1C(=O)c2cc(NC(=O)C3CC3)ccc2OC[C@H]2O[C@H](CC(=O)NC3CCC3)CC[C@H]21,0.0
COc1ccc(CN2C[C@@H](O)COC[C@H]3O[C@H](CC(=O)NCc4ccncn4)CC[C@@H]32)cc1,0.5
COc1ccc(NC(=O)Nc2ccc3c(c2)C(=O)N([C@H](C)CO)C[C@H](C)[C@@H](CN(C)C(=O)c2ccccc2)OCCCC[C@@H](C)O3)cc1,-2.2
C[C@@H]1CCCCO[C@H](CN(C)Cc2ccncc2)[C@@H](C)CN([C@@H](C)CO)C(=O)c2cc(NC(=O)Nc3ccc4c(c3)OCO4)ccc2O1,0.9
CCCNC(=O)N1[C@H](C#N)[C@@H](c2ccccc2)[C@@H]1CO,-1.8
O=C(C[C@H]1C[C@@H]2c3cc(NC(=O)c4cccnc4)ccc3O[C@@H]2[C@H](CO)O1)NCc1ccccn1,7.3
COc1ccc(NC(=O)N(C)C[C@H]2OCCCC[C@@H](C)Oc3ccc(NC(=O)c4ccccc4)cc3C(=O)N([C@@H](C)CO)C[C@@H]2C)cc1,-1.3
O=C(Cc1ccncc1)Nc1ccc2c(c1)[C@H]1C[C@@H](CC(=O)NC3CCCCC3)O[C@H](CO)[C@H]1O2,6.8
C[C@@H]1CN([C@@H](C)CO)C(=O)c2cc(NC(=O)Nc3cccc4ccccc34)ccc2O[C@@H](C)CCCCO[C@H]1CN(C)C(=O)Cc1ccccc1,-2.7

# Reprinted from above, 6 compounds:
SMILES,Mtb BioA inh
C[C@H](CO)N1C[C@H](C)[C@@H](CN(C)Cc2ccc3c(c2)OCO3)Oc2ccc(NC(=O)Nc3ccc4c(c3)OCO4)cc2CC1=O,-2.6
CNC[C@@H]1Oc2ccc(NC(=O)Nc3ccccc3)cc2C(=O)N([C@H](C)CO)C[C@H]1C,0.9
CCS(=O)(=O)Nc1ccc2c(c1)C(=O)N(C)C[C@@H](OC)[C@@H](C)CN(CC1CCCCC1)[C@@H](C)CO2,1.4
O=C(O)C[C@H]1C[C@@H]2c3cc(NC(=O)Nc4ccc(F)cc4)ccc3O[C@@H]2[C@H](CO)O1,-4.5
C[C@H]1CN([C@@H](C)CO)C(=O)Cc2cc(NC(=O)Nc3cccc4ccccc34)ccc2O[C@@H]1CN(C)S(C)(=O)=O,0.6
C[C@@H]1CCCCO[C@@H](CN(C)C)[C@H](C)CN([C@H](C)CO)C(=O)c2cc(NC(=O)Nc3cccc4ccccc34)ccc2O1,-0.8

# (continued)
SMILES,Mtb BioA inh
Cc1noc(C)c1S(=O)(=O)Nc1ccc2c(c1)C(=O)N([C@H](C)CO)C[C@@H](C)[C@H](CN(C)S(=O)(=O)c1ccc(Cl)cc1)O2,2.1
C[C@H](CO)N1C[C@H](C)[C@@H](CN(C)C(=O)c2ccc3c(c2)OCO3)Oc2ncc(/C=C/c3ccccc3)cc2C1=O,4.1
COc1ccc(NC(=O)Nc2ccc3c(c2)CC(=O)N([C@H](C)CO)C[C@@H](C)[C@H](CN(C)Cc2ccc(C(=O)O)cc2)O3)cc1,1.9
C[C@@H]1CN([C@@H](C)CO)C(=O)c2cccc(NC(=O)Nc3ccc(F)cc3)c2O[C@@H]1CN(C)C(=O)Nc1ccc(C(F)(F)F)cc1,-0.9
COc1ccc(C#Cc2cnc3c(c2)C(=O)N([C@@H](C)CO)C[C@H](C)[C@H](CN(C)C(=O)Nc2cccc(OC)c2)O3)cc1,-2.3
C[C@@H]1CN([C@@H](C)CO)C(=O)c2c(c3ccccc3n2C)-c2ccccc2CO[C@H]1CN(C)S(=O)(=O)c1cn(C)cn1,2.6
COc1ccc(S(=O)(=O)N(C)C[C@H]2Oc3ccc(NC(=O)CCCN(C)C)cc3C(=O)N([C@@H](C)CO)C[C@H]2C)cc1,-1.3
C[C@H]1CN([C@@H](C)CO)S(=O)(=O)c2ccc(C3=CCCCC3)cc2O[C@@H]1CN(C)C(=O)C1CC1,6.4
CO[C@H]1CN(C)C(=O)c2cc(NC(=O)c3cccc(F)c3)ccc2OC[C@H](C)N(CC2CC2)C[C@H]1C,5.7
O=C(C[C@@H]1CC[C@H]2[C@@H](COC[C@H](O)CN2C(=O)Nc2cccc(F)c2)O1)NCCCN1CCOCC1,1.4
CC(=O)N(C)C[C@@H]1OCc2ccccc2-c2c(n(C)c3ccccc23)C(=O)N([C@H](C)CO)C[C@H]1C,1.2
CC(=O)N(C)C[C@@H]1Oc2ncc(-c3ccc(C)cc3)cc2C(=O)N([C@H](C)CO)C[C@@H]1C,-0.1
C[C@H](CO)N1C[C@H](C)[C@H](CN(C)C(=O)c2ccc3c(c2)OCO3)Oc2ncc(C#Cc3ccccc3F)cc2C1=O,0.4
CCNC(=O)C[C@@H]1CC[C@H](NC(=O)C2CC2)[C@H](CO)O1,-0.4
Cc1cccc(S(=O)(=O)N2CC[C@@H]3[C@H](CO)Nc4ccc(C#Cc5cccnc5)cc4[C@@H]32)c1,-0.3
CO[C@H]1CN(C)C(=O)c2ccc(NC(=O)NC(C)C)cc2OC[C@H](C)N(C)C[C@H]1C,0.6
C[C@@H]1CCCCO[C@H](CN(C)C(=O)Nc2ccccc2)[C@H](C)CN([C@H](C)CO)C(=O)c2cc(NC(=O)c3ccncc3)ccc2O1,2.6
CCCc1cn(CC[C@H]2CC[C@@H](NC(=O)C3CCCCC3)[C@@H](CO)O2)nn1,2.6
N#C[C@H]1[C@H](c2ccc(-c3ccc(F)cc3)cc2)[C@H](CO)N1C(=O)Cc1ccccc1,0.4
C[C@H]1CN([C@@H](C)CO)C(=O)Cc2cc(N(C)C)ccc2O[C@H]1CN(C)C(=O)NC1CCCCC1,-0.7
CCC(=O)N1C[C@@H](C)[C@H](OC)CN(C)C(=O)c2ccc(NC(=O)Nc3cccc(F)c3)cc2OC[C@H]1C,0.8
C[C@@H]1CN([C@H](C)CO)C(=O)Cc2cc(NC(=O)Cc3cn(C)c4ccccc34)ccc2O[C@@H]1CN(C)S(=O)(=O)c1ccccc1,-5.2
Cc1noc(C)c1S(=O)(=O)Nc1ccc2c(c1)CC(=O)N([C@H](C)CO)C[C@H](C)[C@H](CN(C)C(=O)Nc1ccc(C(F)(F)F)cc1)O2,0.8
C[C@H]1CN([C@@H](C)CO)C(=O)Cc2cc(NS(=O)(=O)c3cn(C)cn3)ccc2O[C@H]1CN(C)Cc1ccncc1,2.2
C[C@@H]1CN([C@@H](C)CO)C(=O)Cc2cc(NC(=O)c3ccncc3)ccc2O[C@H]1CN(C)S(=O)(=O)c1cccs1,3.5
O=C(N[C@H]1CC[C@H](CCNC(=O)C2CCOCC2)O[C@H]1CO)c1ccncc1,1.6
CN1CCN(C(=O)C[C@@H]2C=C[C@@H](NC(=O)Cc3ccccn3)[C@H](CO)O2)CC1,1.8
C[C@@H](NC(=O)C[C@H]1CC[C@H]2[C@@H](COC[C@H](O)CN2C(=O)Nc2ccccc2)O1)c1ccccc1,-3.2
CN1C(=O)c2cc(NC(=O)c3cccs3)ccc2OC[C@H]2O[C@@H](CC(=O)N3CCOCC3)CC[C@@H]21,-2.3
C[C@@H]1CCCCO[C@H](CN(C)C(=O)Nc2ccc(F)cc2)[C@H](C)CN([C@@H](C)CO)C(=O)c2cc(NC(=O)c3ccncc3)ccc2O1,-0.1

# Quoted at random: three records from the list.
SMILES,Mtb BioA inh
CC(=O)N(C)C[C@@H]1OCc2ccccc2-c2c(n(C)c3ccccc23)C(=O)N([C@H](C)CO)C[C@H]1C,1.2
CC(=O)N(C)C[C@@H]1Oc2ncc(-c3ccc(C)cc3)cc2C(=O)N([C@H](C)CO)C[C@@H]1C,-0.1
C[C@@H]1CN([C@H](C)CO)C(=O)Cc2cc(NC(=O)Cc3cn(C)c4ccccc34)ccc2O[C@@H]1CN(C)S(=O)(=O)c1ccccc1,-5.2
